DT40 TDP1 CPT: qHTS for Inhibitors of human tyrosyl-DNA phosphodiesterase 1 (TDP1): qHTS in cells in presence of CPT; chicken DT40 Tdp1-/-;hTDP1 cells + 20 nM CPT, ATP luminescence, 48 h; Potency, µM (top dose mostly 46.2 µM), for the others: at the highest dose activity change, negative = growth inhibition, most hits filed as inhibitors; actives 12% (n = 420,000); AID 686979, 2013; also: nearly all actives have a fitted effect of over 55% in size
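Chicken DT40 Tdp1-/- cells stably complemented with human TDP1 were seeded at 400 cells/well in medium containing 20 nM camptothecin, exposed to pin-transferred compounds, and grown at 37 °C for at least 48 hr. Viability was read as ATP luminescence.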
FEN1 inhibitor: qHTS Assay for the Inhibitors of Human Flap endonuclease 1 (FEN1) | P39748 | Recombinant FEN1 flap cleavage, fluorescence, 15 min | Potency, µM (highest dose often 114 µM), without a hit: top-dose activity change, negative = inhibition, actives largely listed as inhibitors | actives 0.35% (n = 390,000); also: nearly all actives have a fitted effect of over 65% in size
Target sequence (P39748 whole entry, looked up): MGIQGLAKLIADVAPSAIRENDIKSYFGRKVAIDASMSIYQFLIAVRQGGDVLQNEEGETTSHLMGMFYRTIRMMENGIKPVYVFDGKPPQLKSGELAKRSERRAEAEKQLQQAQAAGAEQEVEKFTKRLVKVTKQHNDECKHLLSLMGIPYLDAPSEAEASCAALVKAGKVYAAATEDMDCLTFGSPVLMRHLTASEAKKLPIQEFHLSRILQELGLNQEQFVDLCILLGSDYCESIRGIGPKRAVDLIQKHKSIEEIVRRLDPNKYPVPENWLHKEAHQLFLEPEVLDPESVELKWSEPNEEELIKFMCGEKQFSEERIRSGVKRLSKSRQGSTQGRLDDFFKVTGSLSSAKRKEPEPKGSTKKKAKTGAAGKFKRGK
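Concentration–response screening of FEN1 (10 nM): 15 min compound preincubation at room temperature, reaction started with 50 nM substrate and read at 0 and 15 min. Corrected, normalized data were fitted by a four-parameter Hill equation.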
N370S GC mod: qHTS Assay for Inhibitors and Activators of N370S glucocerebrosidase as a Potential Chaperone Treatment of Gaucher Disease; Lysosomal acid glucosylceramidase (Homo sapiens), P04062; N370S GC spleen homogenate, 4MU-glucoside fluorescence; Potency, µM (titrated, usually from 59.4 µM), for inactives: at the top dose activity change, negative = inhibition, most hits filed as inhibitors; actives 0.092% (n = 330,000);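 also: 0% = full enzyme activity and -100% = no enzyme basal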
An asterisk follows results filed as active; ? = inconclusive; nt = not tested or not shown; [ ] = remark or other dose. Calls follow the shape of the dose curve; as a rule, active = well fitted curve in the direction sought with a large enough effect; inconclusive = small, poorly fitted or top-dose-only effect, or another doubt; inactive = no such curve, though single readings can be large; an effect the other way counts as inactive or inconclusive. Unless noted, % is scaled to controls: 0 for no effect and ±100 for the full control effect; potency is read from the fitted curve at half-maximal effect. An excerpt; the hit share may differ from the screen's.

SMILES | DT40 TDP1 CPT | FEN1 inhibitor | N370S GC mod
CC(C)CN(C(=O)c1ccc(C(F)(F)F)cc1)c1c(N)n(CC(C)C)c(=O)[nH]c1=O | 4.3% | -1.7% | -1.3%
COCC(C)NC(=O)c1cc2c(=O)n3cccc(C)c3nc2s1 (stereo unspecified) | -17.7% | -15.5% | nt
CC1(C)CC(N2CCCC2)=CC(=[N+]2CCCC2)C1 | 0.411µM* | -11.8% | 3.5%
CC(C)NC(=O)CC1C(=O)NCCN1CC(c1ccccc1)c1ccccc1 (stereo unspecified) | 0.5% | 17.0% | -16.0%
CC(C)C(C)NC(=O)CN1C(=O)NC2(CCCc3ccccc32)C1=O (stereo unspecified) | 14.0% | 14.0% | -15.9%
CCC(OC(=O)c1ccco1)C(=O)NC1CCCC1 (stereo unspecified) | -5.1% | -4.4% | -16.8%
CCC1(CC)NC(=O)N(CC(=O)Nc2ccc(S(=O)(=O)N3CCOCC3)cc2)C1=O | -14.0% | 16.5% | 19.7%
COc1cc(/C=N/NC(=O)C[n+]2ccccc2)cc(OC)c1OC(C)=O | 6.2% | 8.3% | 0.3%
CCOC(=O)/C(C#N)=C/c1c(OCC)n(CC)c2ccccc12 | ? | -10.9% | 27.3%
COc1ccc2nc(Nc3nc(CSc4nc5ccccc5[nH]4)cc(=O)[nH]3)nc(C)c2c1 | 4.61µM* | -3.7% | 6.1%
CNC(=O)NC(=O)C(C)OC(=O)CCCSc1nc2ccccc2s1 (stereo unspecified) | -25.4% | 0.7% | 0.0%
CCOC(=O)/C(C#N)=C/c1cn(CCC(=O)O)nc1-c1ccc(F)cc1 | 3.5% | 17.2% | -4.8%
CCOC(=O)C1CCN(C(=O)CCc2nnc3ccc(NCCCN4CCCC4=O)nn23)CC1 | 6.6% | -4.4% | -0.7%
Cc1onc(-c2ccccc2)c1C(=O)Nc1nc(-c2ccc(F)c(F)c2)cs1 | ? | 7.3% | 0.9%
O=C(CN1CCN(S(=O)(=O)c2ccccc2)CC1)NCc1ccccc1 | -3.8% | 14.8% | -0.3%
COc1ccc(/C=N/NC(=O)c2ccn[nH]2)cc1COc1ccc(Cl)cc1 | ? | 5.7% | -10.3%[12.8 µM]
CCOc1ccc(Nc2nc(N)nc(CN(C)C3CCCCC3)n2)cc1 | -9.2% | 11.4% | 11.2%
O=C(NCCCN1CCN(c2cccc(Cl)c2)CC1)C1CCC(=O)N1Cc1ccccc1Cl (stereo unspecified) | 16.4µM* | -4.7% | -3.7%
COc1ccc(/C=C/C(=O)Nc2ccccc2)cc1S(=O)(=O)N1CCOCC1 | -20.1% | 2.0% | 5.4%
COc1ccc(-c2[nH]ncc2CN(Cc2nccn2C)C(C)C)c(F)c1 | -12.9% | -9.2% | 8.1%
CCOc1cc(C(=O)OC(C(=O)NC(=O)NC)c2ccccc2)ccc1OCC(=O)N1CCOCC1 (stereo unspecified) | 18.4µM* | -3.3% | nt
CCN1C(=O)N(c2cccc3ccccc23)C(C)=CC1(C)C | ? | -6.0% | 8.4%
CN(C)C(=O)c1c2c(nc3ccccc13)CCCC2 | 10.1% | 5.2% | 4.9%
O=C(O)CSc1nnc(COc2cccc3cccnc23)n1-c1ccc(Cl)cc1 | -1.2% | 5.9% | -13.0%
COc1ccccc1-n1c(SCC(=O)N2CCOCC2)nc(O)c(Cc2ccccc2)c1=O | -17.2% | -2.0% | -4.8%
COc1ccc(NC(=O)N(C)C[C@H]2Oc3c(NS(=O)(=O)c4cccs4)cccc3C(=O)N([C@H](C)CO)C[C@@H]2C)cc1 | 12.0% | -5.1% | nt
C[C@@H]1CN([C@@H](C)CO)C(=O)c2cccc(NC(=O)Nc3ccc4c(c3)OCO4)c2O[C@H]1CN(C)S(=O)(=O)c1cn(C)cn1 | ? | 10.7% | nt
CCCCc1ccc(NC(=O)CSc2nc(=O)n3cc(C)ccc3n2)cc1 | ? | -11.3% | -5.7%
O=C1NC(=Nc2ccccc2)S/C1=C\c1cccnc1 | -1.3% | 0.9% | -0.9%
CC(=O)c1ccc(C(=O)N(Cc2cccnc2)c2nc3c(Cl)cccc3s2)cc1 | 25.9µM* | -1.6% | nt
CCOC(=O)/C=C1\SCC(=O)N1Cc1ccc(Br)cc1 | -3.4% | -18.7% | 5.0%
COc1cc(CN(C)CC2CCCN(CCc3ccc(F)cc3)C2)c(Cl)cc1O (stereo unspecified) | -2.8% | 19.6% | -2.1%
CCn1cc(C(=O)N[C@@H](CCSC)C(=O)NCCN2CCOCC2)c(=O)c2cc3c(cc21)OCO3 | -14.9% | 17.0% | -13.4%
CCCCn1nnnc1SCC(=O)Nc1ccc2c(c1)OCCO2 | -1.1% | 1.1% | -6.6%
c1ccc(CNCCN2CCNCC2)nc1 | -12.0% | -3.2% | -10.6%
C=CCN1C(=O)CS/C1=N\S(=O)(=O)c1ccc(Cl)cc1 | -1.7% | -1.7% | -0.4%
CN(Cc1nc2ccccc2c(=O)[nH]1)Cc1cc(=O)oc2ccc3ccccc3c12 | ? | 5.1% | 5.7%
CCn1c(=O)c2c(nc(SCC(=O)N3CCC(C)CC3)n2C)n(C)c1=O | -22.1% | 1.4% | 3.3%
CC(C)(C)c1n[nH]c2c1CCCC2 | 8.1% | -4.9% | 3.4%
Cc1cc(C)n2cc(CSc3ccc(Cl)cc3)nc2n1 | ? | 9.3% | 14.5%

Reprinted from the part before: 6 compounds, then new ones.
SMILES | DT40 TDP1 CPT | FEN1 inhibitor | N370S GC mod
c1ccc(CNCCN2CCNCC2)nc1 | -12.0% | -3.2% | -10.6%
C=CCN1C(=O)CS/C1=N\S(=O)(=O)c1ccc(Cl)cc1 | -1.7% | -1.7% | -0.4%
CN(Cc1nc2ccccc2c(=O)[nH]1)Cc1cc(=O)oc2ccc3ccccc3c12 | ? | 5.1% | 5.7%
CCn1c(=O)c2c(nc(SCC(=O)N3CCC(C)CC3)n2C)n(C)c1=O | -22.1% | 1.4% | 3.3%
CC(C)(C)c1n[nH]c2c1CCCC2 | 8.1% | -4.9% | 3.4%
Cc1cc(C)n2cc(CSc3ccc(Cl)cc3)nc2n1 | ? | 9.3% | 14.5%
CCCn1nc(C(=O)NC2CCCCCC2)c2ccccc2c1=O | ? | -1.1% | nt
CNc1nnc(SCC(=O)N2c3ccccc3NC(=O)CC2C)s1 (stereo unspecified) | 0.8% | -7.8% | nt
Cc1ccc(C)c(S(=O)(=O)N2CCCOC2CNC(=O)C(=O)NCc2cccnc2)c1 (stereo unspecified) | -3.1% | -0.7% | -9.4%
O=C(CN(C(=O)Cn1nnc(-c2ccc(F)cc2)n1)c1ccc(F)cc1)NC1CCCC1 | -16.8% | -30.8% | 0.0%
CN(C)C1=NCCN1CCc1cccc(F)c1 | -1.0% | -4.1% | -0.2%
O=C(CCn1cccn1)NCc1ccc(Cl)cc1 | 1.8% | 1.9% | nt
Cc1ccc(CNC(=O)CCC2CCCN(C(=O)CCC(F)(F)F)C2)o1 (stereo unspecified) | 20.9% | 17.2% | 4.7%
O=C(COC(=O)/C=C/c1ccco1)NCc1ccccc1 | -2.5% | 9.4% | 9.6%
Cc1ccc2c(C)c(C(=O)NCCc3ccco3)oc2c1C | -20.7% | -19.8% | ?
NS(=O)(=O)c1ccc(NC(=S)N2CCCC2)cc1 | -3.8% | -19.1% | -13.9%

The closing 3 compounds of the section before are carried over, then new ones follow:
SMILES | DT40 TDP1 CPT | FEN1 inhibitor | N370S GC mod
O=C(COC(=O)/C=C/c1ccco1)NCc1ccccc1 | -2.5% | 9.4% | 9.6%
Cc1ccc2c(C)c(C(=O)NCCc3ccco3)oc2c1C | -20.7% | -19.8% | ?
NS(=O)(=O)c1ccc(NC(=S)N2CCCC2)cc1 | -3.8% | -19.1% | -13.9%
CC1(C)CC(=O)C2=C(C1)Nc1cc3c(cc1C2c1ccc(F)cc1)OCO3 (stereo unspecified) | ? | -21.3% | 5.9%
CCN(C(=O)c1ccccc1Cl)c1ccccc1 | -29.5% | -5.0% | -13.7%
O=C(NC1CCN(C(=S)NCc2ccco2)CC1)C1CCCCC1 | 10.3% | -9.8% | 5.4%
O=C(NC1=NCCS1)c1cc(-c2ccccc2)nn1-c1ccccc1 | -6.2% | 8.9% | -1.6%
Cc1cccc(CN2CCN(Cc3ccco3)CC2)c1 | 3.5% | -5.5% | -3.4%
CC1CCN(C(=O)COC(=O)CSc2ccc(C(N)=O)cc2[N+](=O)[O-])CC1 | -6.0% | 11.4% | 0.9%
Cc1ccc(CN2C(=O)CCC2C(=O)NC2CC2)cc1 (stereo unspecified) | ? | 28.2% | 3.5%
CN(C(=O)c1ccc2ccccc2c1)c1ccccn1 | 0.2% | 2.4% | 1.2%
O=C(NCN1CCN(c2ccccc2F)CC1)c1cccnc1 | -15.3% | -0.1% | ?
O=C(Nc1ccccc1O)c1cc(S(=O)(=O)N2CCOCC2)ccc1Cl | -2.2% | -5.5% | -0.1%
CCN(CC)CC(=O)Nc1sc2c(c1C(=O)c1ccccc1C)CCC2 | ? | -6.2% | 0.4%
Cc1ccc(S(=O)(=O)NC(=O)NCc2ccccc2)cc1 | -0.3% | -10.1% | 0.3%
COc1ccc(-n2c(O)c(/C=N/n3cnnc3)c3ccccc3c2=O)cc1 | -19.3% | -5.3% | 2.2%
COc1ccccc1-c1nnc(SCc2nc3ccccc3s2)n1C | -11.4% | -4.1% | 2.9%
O=C(CC1C(=O)NCCN1Cc1ccoc1)NCc1cccc(OC(F)(F)F)c1 (stereo unspecified) | -14.8% | 17.6% | -4.1%
C[C@@]12CCC3c4ccc(O)cc4CCC3C1CCC2O (stereo partly specified) | ? | nt | -5.6%
CCN(CC)c1ccc(/C=N/NC(=O)c2c(-c3ccccc3)noc2C)cc1 | -25.1% | -19.0% | ?
O=C1CCCc2cc3c(ccc4ccccc43)cc21 | 0.1% | ? | nt
O=C1Nc2ccccc2C1=Nc1ccc(S(=O)(=O)Nc2nccs2)cc1 | -8.5% | 50.1µM* | -4.0%
O=C(NNc1ncccc1-n1cccc1)c1ccc(Cl)cc1 | ? | -6.9% | -0.2%
Cc1ccc(C(=O)Nc2ccc(Nc3ccccc3)cc2)cc1C | 20.6µM* | 10.8% | nt
Cc1ccc(C(=O)OCc2cc3ccccc3[nH]c2=O)cc1 | -18.4% | -3.1% | 11.4%
CCOc1ccc(Cn2cc(F)c(=O)[nH]c2=O)cc1 | 6.7% | 0.4% | 3.6%
Cc1ccc(/C(N)=N/OC(=O)CN(C)S(=O)(=O)c2ccc(C)cc2)cc1 | -25.4% | 6.0% | 19.0%
CCOC(=O)c1c(C)[nH]c(C(=O)COC(=O)C2CC(=O)N(Cc3ccccc3)C2)c1C (stereo unspecified) | -11.5% | 3.8% | 2.5%
CCOC(=O)Cc1csc(NC(=O)COc2ccc(N(C)S(=O)(=O)c3ccc(C)cc3)cc2)n1 | -19.2% | 15.8% | 1.0%
O=C(CSc1ncccn1)NC(=O)c1ccccc1 | -1.0% | 3.4% | -8.2%
Cc1cccc(C(=O)N/N=C/c2ccncc2)c1 | -3.4% | -9.2% | -1.7%
O=C(Nc1nnc(-c2ccc(F)cc2)o1)c1cccc([N+](=O)[O-])c1 | 3.66µM* | 1.5% | -6.3%
N#Cc1c(N)nc(SC2CCCCC2=O)c(C#N)c1-c1ccco1 (stereo unspecified) | -25.3% | -9.2% | nt
Oc1ccc(Br)cc1-c1n[nH]c(=S)n1Cc1ccccc1 | -11.3% | 11.4% | -7.8%
COC(=O)c1cc(S(=O)(=O)NC2CCN(Cc3ccccc3)CC2)cn1C | ? | 2.1% | 21.8%
O=C(Nc1ccccn1)c1ccc2c(c1)OCCO2 | ? | 5.4% | -15.2%
CCN(Cc1ccccc1)C(=O)c1ccc(CNS(=O)(=O)c2ccc(C)cc2)cc1 | ? | -8.0% | -5.0%
CCc1nnc(NC(=O)c2n[nH]c(=O)c3ccccc23)s1 | -26.5% | -2.0% | 3.9%
COc1ccc(C2/C=C\CN(C(=O)c3ccccc3)C(Cc3ccccc3)C(=O)N2Cc2ccc(F)cc2)cc1 (stereo unspecified) | nt | -3.8% | -1.5%
CC(=O)C1=C(O)C(=O)N(c2ccc(Br)cc2)C1c1ccc([N+](=O)[O-])cc1 (stereo unspecified) | 23.1% | -3.0% | -18.1%
CCOC(=O)N1CCC(N(CCN(C)C)C(=S)Nc2ccccc2Cl)CC1 | -4.4% | 5.5% | -10.4%
Cc1ccc(-c2cn3cccnc3n2)cc1NC(=O)c1cccs1 | -28.6% | 13.1% | 6.2%
CCOC(=O)c1ccoc1CN1CCN(S(=O)(=O)c2ccc(C)c(C)c2)CC1 | -24.8% | 13.1% | nt
CN(CCN1CCOCC1)Cc1nc(-c2ccccc2)no1 | 9.7% | -4.9% | -2.0%

Screening results: PubChem, National Center for Advancing Translational Sciences (NCATS)
